Source: PubChem
SK-BR-3 tox 24h – SK-BR-3 proliferation inhibitors, primary screen, cell-based, human, 24 h; viability, % at 10 µM; SK-BR-3 viability, CellTiter-Glo ATP luminescence; stronger effect = lower value; 41,000 compounds, 0.47% hits;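 active means viability at or below the median of all test compounds minus 3 SD, in both replicates if run twice, cut at about 45% in these data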;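 further: 100% = median untreated cell wells and 0% = median positive control drug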
* hit, by the source's call. The list is partial (hit frequency here may not be typical).

The opening 4 records, ahead of the listing:
SMILES,SK-BR-3 tox 24h
NS(=O)(=O)c1ccc(CCNC(=O)C2CCCN2C(=O)OCc2ccccc2)cc1 (stereo not given),89
CCn1c(N2CCN(CC(=O)c3ccc(OC)cc3)CC2)nc2ccccc21,90
Cc1cccc(C)c1NC(=O)N1C2CCCC1CC(NC(=O)C(C)(C)C)C2 (stereo not given),89
COc1ccc2cc(CN(CCc3ccccc3)Cc3nnnn3CC3CCCO3)c(=O)[nH]c2c1 (stereo not given),56

The listing, from the start:
SMILES,SK-BR-3 tox 24h
NS(=O)(=O)c1ccc(CCNC(=O)C2CCCN2C(=O)OCc2ccccc2)cc1 (stereo not given),89
CCn1c(N2CCN(CC(=O)c3ccc(OC)cc3)CC2)nc2ccccc21,90
Cc1cccc(C)c1NC(=O)N1C2CCCC1CC(NC(=O)C(C)(C)C)C2 (stereo not given),89
COc1ccc2cc(CN(CCc3ccccc3)Cc3nnnn3CC3CCCO3)c(=O)[nH]c2c1 (stereo not given),56
N=c1c2c(-c3ccccc3)c(-c3ccccc3)oc2ncn1CCCN1CCOCC1,73
COC(=O)C(C(=O)NCC1CCCO1)C1CCCCCC1 (stereo not given),93
Cc1ccc2cc(CN(Cc3cccs3)C(=O)c3ccco3)c3nnnn3c2c1C,94
O=S(=O)(Cc1ccccc1)N1CCC(c2nc(-c3cccs3)no2)CC1,85
CN(C)c1nc(-c2ccccc2)c2cnn(Cc3ccccc3)c2n1,101
Cc1ccccc1-c1nnc(SCc2ccccc2F)o1,86
Cc1cc(C)n(S(=O)(=O)/C=C/c2ccccc2)n1,97
CCn1c(COc2ccccc2C)nnc1SCC(=O)NCc1ccccc1,75
COc1ccc(C(=O)NC(C)c2nc3ccccc3[nH]2)cc1OC (stereo not given),97
CN1CCN(S(=O)(=O)c2cccc(C(=O)N(c3ccccn3)C3CCCCC3)c2)CC1,95
C1CCC(c2nn3c(-c4n[nH]c5c4CCC5)nnc3s2)CC1,84
CCOc1ccc(-c2[nH]ncc2-c2ccc(OC)c(OC)c2)c(O)c1,93
CC(C)Oc1ccc(C(=O)N2CCCC2C(=O)O)cc1 (stereo not given),100
CCOc1cc(-c2nc3ccccn3c2NCC2CCCO2)ccc1O (stereo not given),75
Cc1cc(C)nc(NS(=O)(=O)c2ccc(NC(=O)C3CC(=O)N(c4ccccc4)C3)cc2)n1 (stereo not given),96
Cc1cc(C)c(NC(=O)c2ccc(S(=O)(=O)N(C)C)cc2)c(C)n1,95
CCn1ccnc1C(O)c1ccc(N(C)C)cc1 (stereo not given),101
CCOC(=O)c1c(C)n(OCc2ccccc2)c2ccc3c(no[n+]3[O-])c12,99
Cc1ccc(C)c(C(=O)NC2CC(C)(C)NC(C)(C)C2)c1,83
CCOC(=O)NC(=O)CSc1nc2ccc(OCC)cc2[nH]1,48
COc1cccc(OC)c1/C(O)=C(\C#N)c1nc2ccccc2[nH]1,92
Cc1nc(SCC(=O)c2c(C)[nH]c3ccccc23)c2c(=O)n(C)c(=O)n(CC(C)C)c2n1,83
Cc1ccc2nc3c(cc(C#N)c(=N)n3CC3CCCO3)c(=O)n2c1 (stereo not given),103
Cc1cccc(C)c1NC(=O)Cn1cnc2c(=O)n(C)c(=O)n(C)c21,99
Cn1c(SCC(=O)c2ccc(F)cc2)nnc1-c1cnccn1,92
COc1cccc(N2CCN(c3ncnc4c3[nH]c3ccc(F)cc34)CC2C)c1 (stereo not given),5.7*
COc1ccc(S(=O)(=O)N2C3CCC2CC(NC(=O)C2CC2)C3)cc1 (stereo not given),145
Cc1ccc(C(=O)CSc2nnc(CNc3nc(-c4ccccc4)cs3)n2C)cc1,101
COc1ccc(NC(=O)CSc2nc3c(c(=O)n2-c2ccc(C)cc2)SCC3)c(OC)c1,92
CC(=O)OC(C#CCN1CCOCC1)c1ccccc1 (stereo not given),102
CCCn1c(=N)n(CC(O)COc2cccc(C)c2)c2ccccc21 (stereo not given),77
COc1ccc(-n2nc(C(=O)NCc3ccco3)c3c4ccccc4n(C)c3c2=O)cc1,103
Brc1c(CSc2nncn2-c2ccccc2)nc2ncccn12,97
CCN(CC)CCOC(=O)c1cccc(Cl)c1,107
O=C(COC(=O)c1ccc(Br)c(S(=O)(=O)N2CCOCC2)c1)NCC1CCCO1 (stereo not given),98
COc1ccc(-c2nsc(SCC(=O)Nc3cc(C)on3)n2)cc1,99
C=C(C)Cn1c(=O)c2c(nc3n2CCN3c2cccc(Cl)c2C)n(C)c1=O,125
CN(CCNC(=O)c1ccc(/C=N/O)nc1)Cc1ccccc1,93
Cc1cccc(NCC(O)Cn2cnc3c2c(=O)n(C)c(=O)n3C)c1 (stereo not given),92
CC(C)(C)NS(=O)(=O)c1ccc(CCC(=O)N2CCCCC2)cc1,100
CCc1c(O)nc(SCC(=O)Nc2ccc(C)cc2)n(C2CCCCC2)c1=O,131
CCOC(=O)c1cnc(N2CCOCC2)[nH]c1=O,93
O=C(CSCc1ccccc1)N1CCN(Cc2ccc3c(c2)OCO3)CC1,103
C#C[C@]1(O)CC[C@H]2[C@@H]3CCc4cc(OC)ccc4[C@H]3CC[C@@]21C,91
Cc1cc(N)c(-n2cc3c(=O)n(C)c(=O)n(C)c3c2)cc1C,85
Cc1cc2nsnc2c(S(=O)(=O)NCC(=O)O)c1C,110
CCCc1cc(=O)[nH]c(SCC(=O)NC(=O)c2ccccc2)n1,100
COc1cccc(-c2nnc3sc(-c4ccco4)nn23)c1,121
COc1cccc(N2CCN(CC(=O)Nc3nnc(-c4ccccc4)s3)CC2)c1,85
COc1ccc(N(CC(O)Cn2nnc3ccccc32)S(=O)(=O)c2ccc(C)cc2)cc1 (stereo not given),74
CC(NC(=O)c1cn(C)c2ccc(S(=O)(=O)N3CCCC3)cc2c1=O)c1ccc2c(c1)OCCO2 (stereo not given),74
COc1cc(NC(=O)c2ccc(COCC(F)(F)F)o2)cc(OC)c1OC,67
CC(C)(C)C1=C(C#N)C(c2ccc3c(c2)OCO3)C(C#N)=C(N)O1 (stereo not given),108
CN=C1SC(CC(=O)Nc2ccc(N3CCOCC3)cc2)C(=O)N1C (stereo not given),103
CCOC(=O)C1CCN(CC(=O)Nc2c(C(=O)OC)[nH]c3ccc(Cl)cc23)CC1,95
COc1cccc(-c2ccc(=O)n(CC(=O)NCCN3CCOCC3)n2)c1,87

The list continues:
SMILES,SK-BR-3 tox 24h
CCCc1nnc(SCC(=O)Nc2ccc(OCC)cc2)n1N,88
COC(=O)c1c(C)[nH]c(C(=O)OCc2ccc(F)cc2)c1C,92
O=C(NCCCN1CCCC1=O)c1cccc(N2CCCC2=O)c1,83
COc1ccccc1N=C(C)C1=C(O)CSC1=O,100
Cc1c(C(=O)N2CCN(C)CC2)oc2ccc(S(=O)(=O)N3CCOCC3)cc12,89
O=C(O)C1C2C=CC(C2)C1C(=O)NCCc1ccccc1 (stereo not given),87
CCOC(=O)C1=C(C)NC(=O)C(C#N)C1c1ccncc1 (stereo not given),132
COC(=O)c1ccccc1N1C(=O)C2C(C1=O)C1C=CC2C12CC2 (stereo not given),92
COCCNC(=O)Cn1nc(C(F)(F)F)c(Cl)c1C,88
COc1ccc(-c2nnc(SCC(=O)Nc3ccc(Cl)cc3)n2C)cc1,106
Cc1c(=O)n(OCc2ccccc2)c2ccccc2[n+]1[O-],90
COC(=O)C(NC(C)=O)(Nc1ccccc1)C(=O)OC,81
CC(=O)c1c(N2CCOCC2)nc(=S)n(-c2cc(C)ccc2C)c1C,93
C=CCN(CC=C)C(=O)Nc1cc(Cl)ccc1OC,90
O=C(NC1CCCCC1)C(c1ccco1)N(Cc1cccnc1)C(=O)C1COc2ccccc2O1 (stereo not given),99
COc1ccccc1NC(=O)c1cc2ccc(O)cc2o/c1=N\O,88
COC(=O)c1ccccc1NC(=O)C1CC(=O)N(C2CCCCC2)C1 (stereo not given),85
O=C1CC(c2ccncc2)c2cc3c(cc2N1)OCCO3 (stereo not given),92
Cc1ccccc1NC(=O)C1CCN(c2cnccn2)CC1,95
O=c1cc(-c2ccccc2)nc(N2CCN(Cc3ccc4c(c3)OCO4)CC2)[nH]1,79
COC(=O)CN(n1cnnc1)S(=O)(=O)c1ccccc1,90
CCOC(=O)CC1(CC(=O)OCC)NC(=O)c2c(C)sc(C(=O)OCC)c2N1,62
Cc1ccc(-n2nc3c(c2NC(=O)c2ccc4c(c2)OCO4)CS(=O)C3)cc1 (stereo not given),79
Cc1c(C)c2cc(Cl)c(OCc3nn[nH]n3)cc2oc1=O,90
CCc1sc(C(=O)NC2CCN(C)CC2)cc1Br,79
Cc1cccc(-n2c(SCC(=O)Nc3nonc3C)nnc2-c2ccoc2C)c1,79
CC(=O)c1cc(CN2CCCCC2)cc(OC(C)C)c1,118
c1ccc(-c2cc(N3CCOCC3)nc(-c3ccccc3)n2)cc1,98
Cc1cccc2cc(C(c3nnnn3C3CCCC3)N3CCOCC3)c(=O)[nH]c12 (stereo not given),102
CC(C)c1[nH]nc2c1C(c1cccc(OC(=O)N3CCOCC3)c1)C(C#N)=C(N)O2 (stereo not given),85
O=C(c1ccccc1)N1CCN(C2CC(=O)N(CCc3ccccc3)C2=O)CC1 (stereo not given),98
Nc1c(Br)cc2oc(-c3ccccc3)nc2c1Br,66
CCCCOc1ccc(C(=O)CCN2CCCCC2)cc1,82
C=CCN1C(=O)/C(=C2/Sc3ccccc3N2C)SC1=Nc1c(C)n[nH]c1C,98
CCCc1cc(C(N)=O)c(NC(=O)c2cc(C)on2)s1,82
COc1ccc2[nH]c(=O)c(CN(C(=O)c3ccccn3)c3ccccc3)cc2c1,98
CCOC(=O)c1c(C)nc2ccccn12,89
O=C(NCc1ccccc1)N(Cc1cc2cc3c(cc2[nH]c1=O)OCO3)CC1CCCO1 (stereo not given),97
CC(=O)c1cc2c(cc1NC(=O)CN1CCN(c3cccc(C(F)(F)F)c3)CC1)OCO2,73
CCOc1ccccc1NC(=O)CSc1nnc(-c2cnccn2)n1CC,111
CCOC(=O)C1=C(O)/C(=C/N(C)C)N=C1C,89
CCOC(=O)C(C(=O)OCC)[C@@H]1CS(=O)(=O)C[C@H]1C(C(=O)OCC)C(=O)OCC,124
COc1cc(C2C(C(=O)c3ccc(C)o3)=C(O)C(=O)N2c2cc(C)on2)ccc1O (stereo not given),100
CCOc1ccc(C(=O)Cc2ccc3oc(C(=O)O)cc3c2)c(O)c1,71
O=C(NCCN1CCN(C(=O)c2cc3ccccc3oc2=O)CC1)c1cc2ccccc2oc1=O,73
CC1CC(C)CN(c2ncnc3c2cnn3Cc2ccc(Cl)cc2)C1 (stereo not given),83
COc1cc(C(=O)NCc2cn3ccccc3n2)cc(OC)c1OC,106
O=C(NCc1ccco1)Nc1ccc2snnc2c1,76
O=C1c2ccccc2C(=O)N1CCc1nc(-c2cccnc2)no1,122
CN1CCN(C(=O)c2sc(=S)n(-c3ccccc3)c2N)CC1,95
CCOC(=O)c1c(N)sc2c(OC)c(Br)ccc12,80
CCOc1ccc(C(=O)CCN2CCCCCC2)cc1,106
Cc1ccc(S(=O)(=O)NCc2ccco2)cc1C,94
CC(C)N(Cc1nc(-c2ccc(Cl)cc2)no1)C(=O)c1cccs1,90
O=C1C2C3C=CC([C@@H]2C(=O)N1c1nccs1)C31CC1 (stereo not given in full),88
O=C1CCCc2nc(NCc3ccco3)ncc21,104
N#Cc1c(NC(=O)CSc2nnnn2C2CCCCC2)sc2c1CCCC2,94
CCn1c(=O)c(C(C)=O)nc2ccccc21,97
COc1ccccc1-n1cnc(N)c1C(C)=O,90
CC(C)(C)OC(=O)N1CCCC1C(=O)O (stereo not given),90

In another format: entries from further up
CCOC(=O)C1=C(O)/C(=C/N(C)C)N=C1C
  SK-BR-3 tox 24h = 89
CCOC(=O)C(C(=O)OCC)[C@@H]1CS(=O)(=O)C[C@H]1C(C(=O)OCC)C(=O)OCC
  SK-BR-3 tox 24h = 124

Fetched by structure from above (4):
SMILES,SK-BR-3 tox 24h
CCn1c(=O)c(C(C)=O)nc2ccccc21,97
CCOC(=O)C1=C(O)/C(=C/N(C)C)N=C1C,89
O=C1c2ccccc2C(=O)N1CCc1nc(-c2cccnc2)no1,122
COc1cc(C2C(C(=O)c3ccc(C)o3)=C(O)C(=O)N2c2cc(C)on2)ccc1O (stereo not given),100

Other entries follow.
SMILES,SK-BR-3 tox 24h
CCC(=O)c1cc2c(cc1NC(=O)c1cccs1)OCCO2,92
O=C(NC1CCCCC1)c1cccc(S(=O)(=O)N2CCOCC2)c1,126
COc1ccccc1Cc1noc(COc2cccc(C)c2C)n1,84
COC(=O)c1ccc(CSc2nc3c(c(=O)n2-c2ccc(Br)cc2)SCC3)o1,93
O=S(=O)(c1cccs1)N1CCCc2ccccc21,90
Cc1c(C)n(CC(O)CN2CCCCCC2)c2ccccc12 (stereo not given),90
Oc1ccc(Br)cc1CNn1cnnc1,72
Cc1ccc(N2CC(C(=O)Nc3ccc(N(C)C)cc3)CC2=O)cc1C (stereo not given),86
CCOc1ccc(-c2n[nH]c(C)c2Oc2ccc(OC)cc2)c(O)c1,77
Cc1ccc(SCc2[nH]nc3c2C(c2ccco2)C(C#N)=C(N)O3)cc1 (stereo not given),86
CN1CCN(c2nc3c(c(=O)[nH]c(=O)n3C)n2CCSc2ncccn2)CC1,124
